High-throughput results deposited in PubChem by National Center for Advancing Translational Sciences (NCATS).
p53null 39C tox = kills p53 null cells at the nonpermissive temperature; H1299 p53-null (neo) cells, 39C, ATPlite viability, 24 h; Potency, µM (series often up to 46.1 µM), for inactives: at the top dose activity, negative = cell killing, hits mostly cytotoxic; 55,000 compounds, 0.97% hits; AID 904;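 also: potency is read from the fitted curve at half-maximal effect; 0% = DMSO only and -100% = full killing by 100 µM tamoxifen; nearly all actives have a fitted effect of over 50% in size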
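Luminescent ATP signal reported cell survival after H1299 lines (neo, p53 null; or p53 A138V) received up to 46 uM compound and 24 hr incubation at 39C.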
GALK inh = GALK (human) enzyme inhibition; P51570; recombinant GALK, Kinase-Glo ATP luminescence, 1 h; Potency, µM (highest dose often 57.5 µM), for the others: top-dose activity, negative = inhibition, hits mostly inhibitors; 44,000 tested, under 10 active;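 also: plate controls were full GALK reaction for no effect and reaction lacking GALK for full effect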
Target sequence (P51570 whole entry, looked up): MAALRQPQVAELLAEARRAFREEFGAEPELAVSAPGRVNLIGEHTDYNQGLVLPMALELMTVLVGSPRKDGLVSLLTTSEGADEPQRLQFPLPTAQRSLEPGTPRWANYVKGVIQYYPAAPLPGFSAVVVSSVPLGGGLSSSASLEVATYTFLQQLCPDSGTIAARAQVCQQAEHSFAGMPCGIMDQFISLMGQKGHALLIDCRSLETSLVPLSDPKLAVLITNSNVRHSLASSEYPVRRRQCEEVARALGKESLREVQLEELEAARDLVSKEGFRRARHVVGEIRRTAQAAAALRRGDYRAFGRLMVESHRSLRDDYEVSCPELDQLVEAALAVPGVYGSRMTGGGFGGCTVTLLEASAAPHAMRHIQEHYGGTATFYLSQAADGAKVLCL
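Luminescent ATP-depletion readout (Kinase-Glo Plus, 10 min) after 1 h RT reaction of 5 nM GALK, 35 uM ATP, 100 uM galactose, pH 8.0 HEPES buffer. Decreased kinase activity scored as inhibition.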
FH mod = Identification of activators of human fumarate hydratase by quantitative high-throughput screening. Potency, µM (doses to about 79.9 µM), without a hit: at the top dose activity change, negative = inhibition, actives largely listed as inhibitors. FH coupled MDH/diaphorase resazurin fluorescence, 15 min. Fumarate hydratase, mitochondrial (Homo sapiens), P07954. 54,000 compounds, 0.22% hits; also: potency is read from the fitted curve at half-maximal effect; % is scaled to controls: 0 for no effect and ±100 for the full control effect; the screen sought activators but most active calls are inhibition curves; nearly all actives have a fitted effect of over 45% in size
PTAP-TSG101 blk = inhibitors of HIV-1 PTAP binding to human TSG101, validation; Q99816; Fluorescence polarization, FITC-PTAP peptide/Tsg101, 20 min; Potency, µM (top dose mostly 115 µM), without a hit: top-dose activity change, negative = inhibition, most hits filed as inhibitors; 44,000 tested, under 10 active; also: potency is read from the fitted curve at half-maximal effect; 0% is about no effect
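Read-out is FITC fluorescence polarization. Compounds were added to Tsg101 binding domain (10 uM final), then FITC-PTAP peptide (50 nM final), 20 min at r.t. Total S+P intensity flags fluorescent compounds.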
B2AR arrestin ag = agonists recruiting beta-arrestin to human beta2-adrenergic receptor; Potency, µM (titrated, usually from 46.1 µM), for the others: at the highest dose activation, actives largely listed as activators; AID 1347077; 44,000 tested, under 10 active; P07550; HTLA Tango cells, beta-arrestin recruitment, luciferase luminescence, 18 h;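 also: potency is read from the fitted curve at half-maximal effect; 0% = DMSO and full agonism = EC100 isoproterenol or metaproterenol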
Target sequence (P07550 whole entry, looked up): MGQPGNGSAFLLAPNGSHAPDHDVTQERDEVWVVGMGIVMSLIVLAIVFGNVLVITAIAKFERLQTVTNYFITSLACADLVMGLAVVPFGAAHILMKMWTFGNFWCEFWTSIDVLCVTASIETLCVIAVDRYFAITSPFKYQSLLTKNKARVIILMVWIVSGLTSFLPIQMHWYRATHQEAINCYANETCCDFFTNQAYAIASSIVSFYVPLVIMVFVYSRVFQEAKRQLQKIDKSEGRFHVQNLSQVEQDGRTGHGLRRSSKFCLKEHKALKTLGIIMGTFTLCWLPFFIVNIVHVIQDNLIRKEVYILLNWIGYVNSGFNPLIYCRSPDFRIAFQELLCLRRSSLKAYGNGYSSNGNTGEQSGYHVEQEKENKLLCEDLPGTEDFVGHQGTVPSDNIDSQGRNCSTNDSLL
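Tango cells expressing recombinant beta2-AR and beta-arrestin were treated with compounds (up to 46 microM titration) in DMEM with 1% FBS for 18 hr at 37 degrees C. Beta-arrestin recruitment drove tTA-dependent luciferase, read by luminescence; curves were fitted and classed.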
NTMT1 inhibitor = inhibitors of human N-terminal methyltransferase NTMT1 | Q9BV86 | NTMT1 MTase-Glo SAH luminescence, purified enzyme | Potency, µM (top dose mostly 114 µM), for the others: at the top dose activity change, negative = inhibition, actives largely listed as inhibitors | 59,000 compounds, 2.5% hits;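 also: potency is read from the fitted curve at half-maximal effect; plate controls were DMSO vehicle for no effect and no enzyme for full effect; nearly all actives have a fitted effect of over 65% in size; many of its hits are not listed in these tables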
Target sequence (Q9BV86 whole entry, looked up): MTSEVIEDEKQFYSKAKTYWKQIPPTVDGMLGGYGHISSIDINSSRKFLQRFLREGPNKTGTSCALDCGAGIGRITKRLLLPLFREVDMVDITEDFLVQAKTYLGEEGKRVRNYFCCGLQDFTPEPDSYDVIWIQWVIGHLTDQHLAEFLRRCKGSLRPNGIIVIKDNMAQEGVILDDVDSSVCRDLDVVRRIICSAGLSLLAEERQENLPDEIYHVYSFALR
p53null 32C tox = p53 null cell cytotoxicity, permissive temperature; 55,000 compounds, 0.62% hits; AID 903; H1299-neo p53 null cells, ATP luminescence, 24 h, 32C; Potency, µM (series often up to 46.1 µM), without a hit: at the top dose activity change, negative = cytotoxicity, most hits filed as cytotoxic;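 also: potency is read from the fitted curve at half-maximal effect; 0% = DMSO only and -100% = full killing by 100 µM tamoxifen; nearly all actives have a fitted effect of over 55% in size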
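AC50 values derive from Hill modelling of qHTS concentration-response data (up to 46 uM) in H1299-neo cells. Cells were treated 24 h at 32C following overnight attachment at 37C; viability was read as cellular ATP.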
* marks the source's active call; other numbers are inactive results; ? = inconclusive; & = joins results of further samples; [ ] = dose if it differs, or a comment. Calls follow the shape of the dose curve; as a rule, active = well fitted curve in the direction sought with a large enough effect; inconclusive = small, poorly fitted or top-dose-only effect, or another doubt; inactive = no such curve, though single readings can be large; an effect the other way counts as inactive or inconclusive. Some of the compounds tested (hit frequency here may not be typical).

SMILES	p53null 39C tox	GALK inh	FH mod	PTAP-TSG101 blk	B2AR arrestin ag	NTMT1 inhibitor	p53null 32C tox
Cc1cc(=O)[nH]c2nnc(SCC(=O)Nc3cc(C(F)(F)F)ccc3Cl)n12	?	0%	-16%	0%	-1%	22%	-15%
CCCCOC(=O)c1ccc(NC(=O)c2ccc3c(c2)CCN3S(C)(=O)=O)cc1	-12%	-2%	10%	0%	-1%	-5%	-3%
CCOc1ccc(C(=O)Nc2ccc(-c3nnc4n3CCCCC4)cc2)cc1OCC	3%	0%	2%	-1%	2%	9%	-4%
Cc1ccc(CNS(=O)(=O)c2ccc(-c3cc(C(F)(F)F)on3)s2)cc1	-3%	3%	-7%	0%	3%	3%	-8%
CCCNC(=O)CSc1nc2ccccc2nc1Cc1ccc(Cl)cc1	17%	1%	-11%	1%	1%	14%	0%
O=C(Nc1cccc(C(F)(F)F)c1)c1cc2nc(-c3ccco3)cc(C(F)(F)Cl)n2n1	-4%	1%	-11%	-3%	0%	7%	4%
Cc1cc(C)cc(NC(=O)N2CCC(C(N)=O)(N3CCCCC3)CC2)c1	-1%	9%	-7%	1%	-2%	6%	-3%
COc1cccc(NC(=O)Cn2c(=O)n(CCCCC(=O)NCc3ccc4c(c3)OCO4)c(=O)c3ccccc32)c1	-12%	6%	-9%	-1%	0%	0%	-10%
Cc1cc(=O)n(CC(=O)N2CCN(c3ccc(F)cc3)CC2)c2c1c(C)nn2C	-4%	0%	-5%	3%	0%	-12%	-4%
NS(=O)(=O)c1ccc(NC(=O)c2ccc3c(c2)CCN3S(=O)(=O)c2ccccc2)cc1	?	2%	-8%	1%	-2%	3%	-16%
CCCCN(CC)C(=O)Cn1ncc2c3ccccc3n(CCC)c2c1=O	-14%	0%	-12%	-5%	2%	-4%	-16%
Cc1cccc(S(=O)(=O)c2cn(C)c3cc(N4CCCCCC4)c(F)cc3c2=O)c1	-14%	-7%	7%	0%	0%	6%	-10%
CCc1ccc(CNC(=O)CCn2c(=O)c3cccn3c3ccc(F)cc32)cc1	114%[activator]	4%	-11%	3%	0%	1%	-9%
Cc1ccc(NC(=O)CCSc2nc(-c3ccc4c(c3)OCO4)cc(C(F)(F)F)n2)cc1	?	0%	-10%	3%	0%	5%	-3%
COc1ccc2c(Sc3ccccc3)c(C(=O)NCCN(C)C)[nH]c2c1	-13%	0%	-9%	3%	2%	-21%	-28%
Cc1cccc(C)c1-n1ncc(C(=O)N2CCN(c3ccccc3)CC2)c1C1CCN(C(=O)OC(C)(C)C)CC1	-12%	1%	-20%	-6%	0%	-29%	7%
CCOc1ccccc1Nc1nc2ccccc2nc1NS(=O)(=O)c1ccc(Cl)cc1	21%	0%	4%	2%	-2%	-17%	-10%
Cc1ccc(CNC(=O)C2CCN(S(=O)(=O)c3cc(-c4noc(C)n4)ccc3C)CC2)cc1	3%	-1%	-23%	-2%	-2%	11%	14%
COc1ccc(Cn2c(C(=O)O)c(CNC3CCCCCC3)c3ccc(OC)cc32)cc1	-27%	5%	?	-6%	-1%	7%	-10%
CCOc1ccc2nc(N3CCCC(C(=O)Nc4cc(C)ccc4C)C3)sc2c1 (configuration not stated)	-28%	-1%	0%	-5%	1%	15%	-18%
O=C1CN(C(=O)Nc2ccccc2Cl)C(c2ccccc2)c2c(sc3c2CCCC3)N1 (configuration not stated)	-14%	4%	-11%	-6%	-2%	3%	-10%
Cc1ccc2c(c1)C(=O)OC(C(=O)Nc1ccc(C(=O)O)cc1)C2 (configuration not stated)	-23%	-3%	-4%	13%	-2%	3%	?
COC(=O)c1c(SCC(=O)Nc2cccc(C(F)(F)F)c2)[nH]c2ccccc2c1=O	3.2µM*	0%	-3%	-1%	-1%	0%	?
CCCn1c2ccccc2c2cnn(CC(=O)N(C)c3ccc(F)cc3)c(=O)c21	4%	1%	-16%	2%	-1%	22%	-1%
COc1cc2c(cc1OC)CN(C(=O)Nc1ccccc1)CC2	15%	0%	3%	0%	1%	-14%	9%
CC1CCCCN1c1cc2c(cc1F)c(=O)c(S(=O)(=O)c1ccccc1)cn2Cc1ccccc1 (configuration not stated)	1%	0%	-17%	4%	1%	-11%	1%
Cc1ccc(-n2c(=O)c3c(c4cc(C)ccc4n3C)n(CC(=O)NCCC3=CCCCC3)c2=O)cc1	-4%	3%	1%	23%	1%	3%	-5%
Cc1cc(C)c2c(-n3cccc3)c(C(=O)NCCc3ccc(Cl)cc3)sc2n1	9%	-1%	2%	2%	-3%	3%	4%
Cc1cccc(C)c1NC(=O)c1csc2c1CCCC2	4%	6%	-2%	0%	-1%	-5%	-4%
COc1ccc(-c2nc3n(n2)C(c2ccc(O)cc2)C(C(=O)Nc2cccnc2)=C(C)N3)cc1OC (configuration not stated)	-5%	1%	3%	-6%	0%	-4%	-4%
CCOc1ccc(C2c3c(oc4ccc(C)cc4c3=O)C(=O)N2CCCN2CCOCC2)cc1 (configuration not stated)	21%	-1%	3%	-10%	-1%	?	-4%
Cc1cccc(C(=O)N2CCNC(=O)C2CC(=O)Nc2ccc(F)cc2)c1 (configuration not stated)	-16%	?	-1%	-10%	0%	5%	0%
COc1ccccc1NC(=O)CSc1nc(-c2cccc(Cl)c2)nc2c1Cc1c(CO)cnc(C)c1O2	3%	0%	-11%	1%	-1%	5%	7%
O=C(NCCc1ccc(Cl)cc1)c1ccc(Cn2c(=O)[nH]c3ccccc3c2=O)cc1	4%	-2%	18%	0%	-3%	?	15%
CCN1C(=O)C(O)(c2c[nH]c3ccccc23)c2cc(Br)ccc21 (configuration not stated)	-27%	7%	-11%	-6%	0%	-1%	22%
Cc1cc2oc(C(=O)Nc3sc4c(c3C(=O)NCC3CCCO3)CCC4)cc(=O)c2cc1C (configuration not stated)	5%	-14%	9%	-3%	-1%	0%	-2%
CC(C)(C)OC(=O)N1CCC(c2c(C(=O)N3CCN(c4cccc(Cl)c4)CC3)cnn2-c2cccc(Cl)c2)CC1	-10%	0%	-39%	0%	0%	?	10%
CCOc1cc(CNc2ccc(O)cc2)cc(Cl)c1OCc1ccccc1	?	?	?	-8%	-1%	?	11%
Cc1cccc(N2C(=O)N(Cc3cccc(C#N)c3)c3ccccc3S2(=O)=O)c1	6%	-1%	-10%	-2%	-1%	4%	6%
COc1cccc(NS(=O)(=O)c2ccc3[nH]cc(C(=O)NC4CCCCC4)c(=O)c3c2)c1	?	-2%	?	2%	0%	5%	2%
CC(=O)Nc1ccc(NC(=O)CCCn2nc(C)c3sc4ccccc4c3c2=O)cc1	-24%	-9%	-20%	3%	?	-29%	?
Cc1cccc(Nc2c3c(nc4nncn24)CCC3)c1C	-19%	2%	-6%	-4%	-2%	13%	-4%
Cc1ccc(NC(=O)CN2C(=O)CCc3cc(S(=O)(=O)N4CCCCC4)ccc32)cc1C	9%	2%	-26%	0%	1%	-1%	7%
Cc1ccc(Nc2nnc(-c3ccc(C)c(S(=O)(=O)N4CCN(C)CC4)c3)c3ccccc23)c(C)c1	?	2%	-33%	2%	0%	23%	-7%
Cc1cc(F)ccc1NS(=O)(=O)c1ccc(-n2cccn2)cc1	6%	3%	-11%	0%	0%	-4%	2%
Cc1cc(NC(=O)c2cc(Cl)ccc2Cl)ccc1-c1cc2ccccc2oc1=O	-14%	2%	-5%	1%	-1%	7%	4%
Cc1ccc(C(c2c(O)cc(C)n(Cc3ccco3)c2=O)N2CCC(C)CC2)cc1 (configuration not stated)	-9%	0%	-15%	0%	0%	7%	18%
CCn1c(-c2ccc(S(=O)(=O)N3CCOCC3)cc2)csc1=Nc1ccc(C)c(Cl)c1	-19%	-3%	18%	4%	-1%	2%	-2%
CCCCNC(=O)CCn1c(=O)c2ccccc2n(Cc2cc(C)ccc2C)c1=O	-1%	6%	0%	0%	1%	-22%	16%
CC(C)Cn1c(=O)c2ccccc2n2c(CCC(=O)N3CCN(c4cccc(Cl)c4)CC3)nnc12	7%	7%	-18%	-2%	1%	-6%	3%
COc1ccc(OC)c(NC(=O)CSC2=Nc3ccccc3C3=NC(CCC(=O)NC4CCCCC4)C(=O)N23)c1 (configuration not stated)	5%	1%	-9%	0%	-2%	-3%	-5%
Cc1ccc(-n2c(=O)c3cccnc3n2CC(=O)Nc2ccc(Br)cc2)cc1C	5%	-14%	-20%	1%	0%	5%	13%
COc1ccc(-n2c(SCCC(C)C)nc3sc4c(c3c2=O)CC(C(C)C)OC4)cc1 (configuration not stated)	-3%	-1%	-9%	-3%	?	3%	2%
Cc1ccc(C)c(N2CCN(C(=O)CN3C(=O)COc4ccc(S(=O)(=O)N5CCCC5)cc43)CC2)c1	11%	-9%	-2%	-2%	-1%	6%	1%
O=C(CCn1cnnn1)Nc1ccc(F)cc1	-20%	7%	1%	-7%	9%	-1%	-1%[9.22 µM]
CCOC(=O)c1ccc(NC(=O)CN2C(=O)COc3ccc(Cl)cc32)cc1	-6%	0%	-3%	-2%	1%	9%	-2%
Cc1ccc2nc(-c3cccc(NC(=O)CSc4ccc(Cl)cc4)c3)oc2c1	-26%	9%	-5%	7%	1%	5%	?
Cc1ccc(C)c(N2CCN(C(=O)c3cc4c(=O)n(Cc5cccs5)ccc4nc3C)CC2)c1	45%[activator]	3%	-24%	4%	-1%	-2%	27%
CCc1ccc(NC(=O)C2CCCN(S(=O)(=O)c3cccc4cccnc34)C2)cc1 (configuration not stated)	7%	-1%	-27%	-4%	0%	8%	?
CCCCN(C)CCCNC(=O)CN1C(=O)COc2ccc(S(=O)(=O)N3CCC(C)CC3)cc21	-13%	9%	1%	-5%	1%	-7%	-8%
COc1ccc(-c2ccc(=O)n(CC(=O)NCCc3ccccc3)n2)cc1	16%	0%	-3%	-4%	1%	0%&-13%	7%
CCOc1ccc(CNCCSc2nnnn2C)cc1	-12%	8%	4%	-8%	1%	-9%	14%

Structures above with a CF3 group, in the order listed:
SMILES	p53null 39C tox	GALK inh	FH mod	PTAP-TSG101 blk	B2AR arrestin ag	NTMT1 inhibitor	p53null 32C tox
Cc1cc(=O)[nH]c2nnc(SCC(=O)Nc3cc(C(F)(F)F)ccc3Cl)n12	?	0%	-16%	0%	-1%	22%	-15%
Cc1ccc(CNS(=O)(=O)c2ccc(-c3cc(C(F)(F)F)on3)s2)cc1	-3%	3%	-7%	0%	3%	3%	-8%
O=C(Nc1cccc(C(F)(F)F)c1)c1cc2nc(-c3ccco3)cc(C(F)(F)Cl)n2n1	-4%	1%	-11%	-3%	0%	7%	4%
Cc1ccc(NC(=O)CCSc2nc(-c3ccc4c(c3)OCO4)cc(C(F)(F)F)n2)cc1	?	0%	-10%	3%	0%	5%	-3%
COC(=O)c1c(SCC(=O)Nc2cccc(C(F)(F)F)c2)[nH]c2ccccc2c1=O	3.2µM*	0%	-3%	-1%	-1%	0%	?
